# CD40 NFkB inh: CD40 pathway inhibition in BL2 cells | BL2 NF-kB luciferase reporter, CD40L-induced, 4 h | inhibition, % at 10 µM | 83,000 tested, 0.94% active;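 active = mean inhibition of at least 50% with a set share of replicates also reaching that level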;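 note: 0% = neutral control wells and 100% = IKK inhibitor VII at 50 µM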
# * = called active by the depositor; & = joins results of further samples; [ ] = remark or other dose. Some of the compounds tested; rates above refer to the full screens.
CD40 NFkB inh	Structure
-2.1[25 µM]	CC(=O)N1[C@@H]2c3cccc(=O)n3C[C@@H]2[C@@H](CO)[C@@H]1C(=O)N[C@@H](C)c1ccccc1
-115.6	O=C(Nc1ccc(Cl)cn1)c1ccc2c(Cl)c3c(nc2c1)CCC3
19.6	CCOCCn1ccc2c(OCC(=O)NCCc3ccc(OC)c(OC)c3)cccc2c1=O
1.1	CSc1ccccc1C(=O)C1CCCN(C(=O)c2cc(C(C)C)no2)C1 (stereo unspecified)
5.2[25 µM]	COc1ccc2c3c(n(C)c2c1)[C@@H](CO)N(C(=O)C1CCCC1)CC31CN(C(=O)CC2CC2)C1
2.4	O=C(NCc1ccccc1)C1Cc2ccccc2CN1C(=O)c1ccco1 (stereo unspecified)
-37.0	COCC(=O)Nc1nc2ccc(S(C)(=O)=O)cc2s1
-13.3	CCOc1ccc(NC(=O)CN(C)C2=NS(=O)(=O)c3ccccc32)cc1
5.7	Cc1cccc(C(C)C)c1NC(=O)C(C)OC(=O)Cc1n[nH]c(=O)c2ccccc12 (stereo unspecified)
1.6[25 µM]	C[C@H](CO)N1C[C@H](C)[C@@H](CN(C)Cc2ccc(-c3ccccc3)cc2)Oc2ccc(N(C)C)cc2CC1=O
5.4[25 µM]	C[C@@H]1CN([C@H](C)CO)C(=O)c2c(c3ccccc3n2C)-c2ccccc2CO[C@@H]1CN(C)C(=O)NC1CCCCC1
-1.6	Fc1ccccc1CSc1nncn1NC/C=C/c1ccccc1
6.7	CCc1ccc(CN(C)Cc2nc(Cc3ccccc3)no2)nc1
-35.6	CCc1ccc(C(=O)NNC(=O)CC2OC(=O)c3ccccc32)cc1 (stereo unspecified)
-3.4	O=[N+]([O-])c1ccc(Cl)c(S(=O)(=O)NC2=NCCC2)c1
-0.7	CN(C(=O)c1cn2ccccc2n1)c1c(N)n(Cc2ccccc2)c(=O)[nH]c1=O
6.6	COCCn1c(Sc2nc(C)cs2)nc2c1c(=O)[nH]c(=O)n2C
-74.8	Cc1cc(C(=O)COC(=O)c2ccc(O)cc2)c(C)n1CC(F)(F)F
23.2	CC(C)CCNC(=O)C1CCC(=O)N1C(C)C (stereo unspecified)
0.6	Cc1cccc(C)c1NC(=O)CCCSc1nnnn1C
1.9	COc1ccc(C2(C)NC(=O)N(CC(=O)c3ccc4c(c3)OCO4)C2=O)cc1 (stereo unspecified)
-31.1	CCCCCc1nnc(NC(=O)OCCC)s1
56.5*[25 µM]	C[C@@H]1CN([C@H](C)CO)C(=O)c2cc(NS(=O)(=O)c3cccs3)ccc2O[C@@H](C)CCCCO[C@H]1CN(C)Cc1ccc(Cl)c(Cl)c1
-28.0	O=[N+]([O-])c1cccc(/C=N/N=C\c2ccccc2)c1
-19.2	CN(Cc1cccs1)C(=O)CN1CCN(S(=O)(=O)c2ccc3c(c2)OCCCO3)CC1

# Some of these compounds in order of formula weight, lowest first:
CD40 NFkB inh	Structure
-28.0	O=[N+]([O-])c1cccc(/C=N/N=C\c2ccccc2)c1
2.4	O=C(NCc1ccccc1)C1Cc2ccccc2CN1C(=O)c1ccco1 (stereo unspecified)
1.1	CSc1ccccc1C(=O)C1CCCN(C(=O)c2cc(C(C)C)no2)C1 (stereo unspecified)
19.6	CCOCCn1ccc2c(OCC(=O)NCCc3ccc(OC)c(OC)c3)cccc2c1=O
5.4[25 µM]	C[C@@H]1CN([C@H](C)CO)C(=O)c2c(c3ccccc3n2C)-c2ccccc2CO[C@@H]1CN(C)C(=O)NC1CCCCC1

# Additional structures:
CD40 NFkB inh	Structure
8.4	O=C(CCCOc1ccc(Br)cc1)NNC(=O)c1ccncc1
6.3	CCOC(=O)c1c(C)n(C)c2cc(Br)c(OC)cc12
11.2	O=C1CN(C(=S)Nc2ccc(OC(F)F)cc2)CCN1
-2.7	c1ccc(Nc2n[nH]nc2-c2ccccc2)cc1
4.0	Cc1noc(C)c1CSCC(=O)Oc1ccc(N(C)S(=O)(=O)c2ccccc2)cc1
-20.5[25 µM]	OC[C@@H]1Nc2ccc(-c3ccccc3)cc2[C@H]2[C@@H]1CCN2Cc1ccccc1F
1.8	CC(C)c1cc(-c2n[nH]c(=S)n2Cc2ccccc2)cs1
18.8	N#Cc1c(-c2ccccc2)nc2n(c1=O)CCS2
-6.2[25 µM]	O=C(NCc1cccc(F)c1)[C@H]1[C@H](CO)[C@H]2Cn3c(ccc(-c4ccncc4)c3=O)[C@@H]1N2CC1CC1
18.4	C[C@H](CO)N1C[C@H](C)[C@H](CN(C)Cc2ccc3c(c2)OCCN3C)OCc2ccccc2-c2c(n(C)c3ccccc23)C1=O
-8.6	O=C(CN1C(=O)CC(c2ccco2)Sc2ccccc21)Nc1ccc2c(c1)OCCO2 (stereo unspecified)
7.7	O=C(NCc1cccs1)c1ccc(Cl)s1
5.5[25 µM]	O=C(Cc1ccccc1)N1C[C@H]2[C@@H](c3ccccc31)[C@H](CO)N2C(=O)c1ccc(F)cc1
-2.1	CCOC(=O)N1CCC(NC(=O)c2sc(-n3cccc3)nc2C)CC1
1.8	O=C(NCCCC1CCCC1)C1CCC(=O)N(Cc2cccc(F)c2)C1 (stereo unspecified)
-39.3[25 µM]	C[C@@H]1CN([C@@H](C)CO)C(=O)CCCn2nncc2CO[C@H]1CN(C)Cc1ccc(C(=O)Nc2ccccc2N)cc1
4.8	C[C@@H]1CCCCO[C@H](CN(C)Cc2ccncc2)[C@H](C)CN([C@@H](C)CO)C(=O)c2cc(NC(=O)C3CCCCC3)ccc2O1
2.2&4.1	Cc1cccc(S(=O)(=O)N2C[C@@H]3N[C@H](C2)C3c2ccc(-c3cccc(C(=O)N(C)C)c3)cc2)c1 (stereo partly specified)
1.1	CC(C)C#Cc1ccc([C@@H]2[C@H](C#N)N(C(=O)C3CCC3)[C@H]2CO)cc1
-25.1	O=C(Nc1ccc(Cl)cc1)N1CCSC1=NCc1ccccc1
-7.2[25 µM]	CC(=O)N1[C@@H]2Cn3c(cccc3=O)[C@H]1[C@@H](C(=O)NCC1CCCCC1)[C@@H]2CO
-9.0[25 µM]	O=C(C[C@H]1C[C@H]2c3cc(NC(=O)c4cccnc4)ccc3O[C@H]2[C@H](CO)O1)NCc1cc(F)ccc1F
3.1	O=C(Cn1cnc2ccccc2c1=O)NCCC(=O)N1CCN(Cc2ccccc2)CC1
3.7	Nc1nnc(CC(c2ccccc2)c2ccccc2)s1
-7.8	CC1CCN(S(=O)(=O)c2ccc(NC(=O)c3cccs3)cc2)CC1
2.6	COC(=O)[C@H](CC(C)C)NC(=O)Nc1cccc(Br)c1
-12.8	Cc1nnc(NC(=O)c2cc(-c3ccncc3)nc3c(C)cccc23)s1
17.1	O=C(NCCC1=CCCCC1)C1CCCN(S(=O)(=O)c2ccccc2)C1 (stereo unspecified)
-32.1	Nc1cc2ccccc2cc1NS(=O)(=O)N1CCCCC1
2.8	CC(C)C(NC(=O)CC12CC3CC(CC(C3)C1)C2)C(=O)O (stereo unspecified)
-88.7	c1ccc2c(c1)NC1(CCCCC1)n1c-2nc2ccccc21
17.7[25 µM]	COc1ccc2c3c(n(C)c2c1)[C@@H](CO)N(C(=O)Nc1ccc(F)cc1)CC31CCN(C(=O)Nc2c(C)noc2C)CC1
-94.4	C/C(=N\NC(=O)c1nc2ccccn2c1C)c1ccco1
22.4	COc1ccc(S(=O)(=O)N2CCCCC2)cc1N(C)S(=O)(=O)c1ccccc1
-8.3	COc1ccccc1NC(=O)CN(Cc1ccco1)C(=O)c1cncc(Br)c1
-10.0	COc1cc(/C=N\n2cnnc2)ccc1OCC(=O)Nc1ccc(C)cc1
-5.9	Cc1nnc(NC(=O)CCC(=O)N2CCN(S(=O)(=O)c3cc([N+](=O)[O-])ccc3C)CC2)s1
3.9	COc1cc(C2NC(=S)NC(c3ccccc3)=C2C(C)=O)cc(Cl)c1OCC(=O)O (stereo unspecified)
1.8[25 µM]	COc1ccccc1S(=O)(=O)N(C)C[C@H]1OCc2cn(nn2)CCCC(=O)N([C@@H](C)CO)C[C@H]1C
3.0	CC(=O)c1c(C)nc2ccccn12
-5.7[25 µM]	COCC(=O)N1[C@H](C#N)[C@H](c2ccccc2-c2ccc(C)cc2)[C@H]1CO
-42.1	O=C(NCCOc1ccccc1Cl)c1cc(F)c(F)cc1Cl
3.1	CC1CCN(C(C)C(=O)Nc2ccc(S(=O)(=O)N3CCCC3)cc2)CC1 (stereo unspecified)
-24.2	COc1ccc(/C=C/c2nc3cc(-c4ccccc4)ccc3o2)cc1O
-94.2	O=S(=O)(Nc1ccc(-c2nc3cccnc3s2)cc1)c1cccs1
9.3	CC1(C(=O)Nc2ccc(Cl)c(Cl)c2)CCN1C(=O)Cc1cccc2ccccc12 (stereo unspecified)
-0.4[25 µM]	O=C(Cc1ccccn1)N1[C@@H]2CNc3ccccc3[C@@H]2[C@@H]1CO
3.4	Cc1ccccc1NC(=O)COC(=O)c1cccc(S(=O)(=O)N2CCCCC2)c1
3.5	CCCC(C)C(=O)Nc1ccc(S(N)(=O)=O)cc1 (stereo unspecified)
6.9	COc1ccc(NS(=O)(=O)c2cccc(C(=O)NN=Cc3cc(Br)c(O)c(Br)c3)c2)cc1

# Further entries:
CD40 NFkB inh	Structure
-2.8	CCS(=O)(=O)Nc1cc(OC)c(OC)cc1Cc1nccc2cc(OC)c(OC)cc12
5.5	O=C(COc1ccc(S(=O)(=O)N2CCCCC2)cc1)N1CCCCCC1
0.6[25 µM]	CCC(=O)N1CCCCN2[C@H](CO)[C@@H](c3ccc(/C=C/c4ccccc4)cc3)[C@@H]2C1
-111.7	O=C(Nc1cccnc1)c1ccc(-c2ccccc2)cc1
4.1	CC1(C2CC2)NC(=O)N(CC(=O)Nc2ccc(Cl)c([N+](=O)[O-])c2)C1=O (stereo unspecified)
9.4	Cc1nc2nc[nH]n2c(=O)c1NS(C)(=O)=O
11.7	O=C(C[C@@H]1C[C@H]2c3cc(NC(=O)Nc4ccccc4F)ccc3O[C@H]2[C@@H](CO)O1)NC1CCCC1
3.8[25 µM]	COc1cccc(-c2ccc([C@@H]3[C@@H](C#N)N(C(=O)Cc4ccncc4)[C@@H]3CO)cc2)c1
2.1	CC(C)C(NC(=O)c1ccccc1F)C(=O)NCc1ccc(S(=O)(=O)N2CCOCC2)cc1 (stereo unspecified)
-6.1	COc1ccc(CCC(=O)Nc2nc3ccccc3[nH]2)cc1OC
-0.8	O=C(CCOc1ccccc1)Nc1ccc(Cl)c(S(=O)(=O)N2CCOCC2)c1
-2.2	C[C@@H]1CCCCO[C@@H](CN(C)C(=O)C2CCCCC2)[C@H](C)CN([C@H](C)CO)C(=O)c2cc(NC(=O)Nc3ccc(C(F)(F)F)cc3)ccc2O1
8.5	CCOc1ccc(S(=O)(=O)NCCC2=CCCCC2)c2ccccc12
3.0	Cc1ccc(C2(C)NC(=O)N(CC(=O)c3ccc(Cl)s3)C2=O)cc1 (stereo unspecified)
-0.2[25 µM]	COCC(=O)N1C[C@@H]2[C@H](c3ccccc31)[C@@H](CO)N2Cc1ccccc1
3.8	CCCCOC(=O)CCc1c(C)n[nH]c1C
-5.5[25 µM]	COP(=O)(OC)OC(c1ccc(Cl)cc1)P(=O)(OC)OC (stereo unspecified)
2.4[25 µM]	CO[C@@H]1CC[C@H]2CCN(C)C(=O)[C@H](C)N(C)C(=O)c3cccc(C#N)c3OC[C@@H]1O2
-21.3	COc1ccc(-c2nc(C#N)c(N3CCCCCC3)o2)cc1OC
14.1	N#CC1CCN(C(=O)c2ccc3c(Cl)c4c(nc3c2)CCCC4)CC1
2.5[25 µM]	C[C@@H]1CN([C@H](C)CO)C(=O)CCCn2cc(nn2)CO[C@H]1CN(C)S(C)(=O)=O
11.8	C[C@H](CO)N1C[C@H](C)[C@H](CN(C)S(=O)(=O)c2ccc(F)cc2)Oc2c(NC(=O)c3nc4ccccc4s3)cccc2C1=O
-2.8[25 µM]	COCC(=O)N(C)C[C@@H]1[C@H](c2ccc(-c3ccccc3)cc2)[C@@H](CO)N1C(C)=O
5.7	NNC(=O)c1cncc(Br)c1
6.5	O=C(O)c1ccc(N2C(=O)/C(=C\c3ccccc3)N=C2c2ccccc2)cc1

# Quoted from the entries so far for reference:
CD40 NFkB inh	Structure
-2.8	CCS(=O)(=O)Nc1cc(OC)c(OC)cc1Cc1nccc2cc(OC)c(OC)cc12
5.5	O=C(COc1ccc(S(=O)(=O)N2CCCCC2)cc1)N1CCCCCC1
0.6[25 µM]	CCC(=O)N1CCCCN2[C@H](CO)[C@@H](c3ccc(/C=C/c4ccccc4)cc3)[C@@H]2C1
-111.7	O=C(Nc1cccnc1)c1ccc(-c2ccccc2)cc1

# (listing goes on)
CD40 NFkB inh	Structure
6.9	CC(=O)OC1C2CCC1C([N+]1(C)CCCCC1)CC2 (stereo unspecified)
-2.1	O=C(NCCCCCCCCNC(=O)c1cccc2ccccc12)c1cccc2ccccc12
-5.4	CCOC(=O)c1c(C)[nH]c(C)c1C(=O)COC(=O)c1ccc(OC)cc1
-2.1	CCCN(CCC)CCSc1nc(O)c(C(C)C)c(=O)[nH]1
-7.5[25 µM]	CCCC(=O)Nc1ccc2c(c1)C(=O)N(C)C[C@@H](OC)[C@H](C)CN(Cc1cc(-c3ccccc3)on1)[C@H](C)CO2
-0.2	O=C(CN1CCN(C(=O)c2ccco2)CC1)Nc1ccc2c(c1)OCO2
3.7	CC1CCCCC1NC(=O)COc1ccc(C#N)cc1 (stereo unspecified)
2.0[25 µM]	O=C(NC1Cc2ccccc2C1)[C@@H]1N[C@@H]2c3ccc(C4=CCCC4)c(=O)n3C[C@@H]2[C@H]1CO
4.2	CCCCN1C(=O)c2ccc(C(=O)OCC(=O)N3CCN(c4ccccc4)CC3)cc2C1=O
0.8	O=C(NC1CC1)C1CCCN(C(=O)NC2CCCCC2)C1 (stereo unspecified)
3.7	CC(NC(=O)Nc1ncccn1)(C(F)(F)F)C(F)(F)F
9.5	Cc1cc(C)c2c(=O)[nH]c(SCc3ccccc3)nc2n1
-1.4	Cc1cc(C)c(S(=O)(=O)N2CCCCC2CCNC(=O)C(=O)NCC2CCCO2)c(C)c1 (stereo unspecified)
-19.9	CC(=NNC(=S)N1CC2CCC(CC2)C1)c1cccc(C)n1
-14.6	COCc1cc(C)nc(Sc2nc3c(c(=O)n(C)c(=O)n3C)n2C)c1C#N
12.6	O=C(COC(=O)C1CC2C=CC1C2)Nc1cccc(S(=O)(=O)N2CCCCCC2)c1 (stereo unspecified)

# Screens as filed in PubChem.
